DDE Tn6 FP inh: disrupts Tn6 cyclic peptide binding to fibrin D-Dimer-E complex; Fibrin DD(E) TRITC-Tn6 fluorescence polarization displacement; P02675; 370,000 compounds, 0.21% hits; inhibition, % at 8.3 µM; AID 720509;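 active means inhibition above a per-campaign cutoff: mean of compounds within control limits plus 3 SD, cut at about 15% in these data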;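 further: 0% = median of all compound wells on the plate and 100% = blocking peptide control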
Target sequence (P02675 whole entry, looked up): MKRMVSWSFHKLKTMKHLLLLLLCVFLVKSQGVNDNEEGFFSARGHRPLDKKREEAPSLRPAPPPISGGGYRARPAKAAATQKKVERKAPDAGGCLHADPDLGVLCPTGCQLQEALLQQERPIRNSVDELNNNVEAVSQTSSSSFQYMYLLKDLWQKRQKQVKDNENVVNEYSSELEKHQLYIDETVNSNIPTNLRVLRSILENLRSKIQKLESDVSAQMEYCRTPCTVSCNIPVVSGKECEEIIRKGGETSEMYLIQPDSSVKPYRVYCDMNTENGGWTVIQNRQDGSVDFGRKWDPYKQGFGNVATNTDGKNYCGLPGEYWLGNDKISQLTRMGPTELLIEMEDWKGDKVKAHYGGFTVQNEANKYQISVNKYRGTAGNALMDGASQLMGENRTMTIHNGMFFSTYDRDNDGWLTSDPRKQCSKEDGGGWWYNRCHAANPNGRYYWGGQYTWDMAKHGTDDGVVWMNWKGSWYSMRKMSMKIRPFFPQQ
DDE Tn7 FP inh: inhibitors of Tn7 peptide binding to human fibrin DD(E); inhibition, % at 8.3 µM; P02675; FP displacement of FITC-Tn7 peptide from fibrin DD(E); 0% = median of compound wells per plate; 370,000 compounds, 0.13% hits; AID 720508;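 active means inhibition above the mean of compounds falling within the control limits plus 3 SD of them, cut at about 14% in these data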;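 further: 0% = plate median of compound wells and 100% = 10 µM Aha-Tn7 peptide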
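Measure: % inhibition scaled between sample-field median and high-control FP; Test system: human fibrin DD(E); Quantity: 2 µM final DD(E) protein; Doses: one dose, 8.3 µM nominal; Schedule: compound with protein 10 min, then 3 h after probe, room temperature; Detection: fluorescence polarization; Medium: Tris buffer with calcium and detergent, pH 7.8.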
SIAE primary: blocks human sialic acid acetylesterase | Q9HAT2 | inhibition, % at 9.66 µM | SIAE FP-Rh probe binding, fluorescence polarization | 370,000 compounds, 0.69% hits;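 active means inhibition above a cutoff: mean of compounds within the control limits plus 3 SD of those, cut at about 17% in these data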;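 further: 0% = plate median of compound wells and 100% = probe without SIAE protein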
ASAP1 GAP inh: ASAP1 ArfGAP inhibition; ASAP1-stimulated ARF1 GTP hydrolysis, GDP FP detection; inhibition, % at 16.5 µM; 360,000 compounds, 0.19% hits; in the data active means inhibition above about 25%;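 further: 0% = vehicle with enzyme and substrate and 100% = no enzyme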
ARFGAP1 inhibitor: rat ARFGAP1 inhibition | Q62848 | 360,000 compounds, 0.26% hits | Arfgap1-stimulated ARF1 GTP hydrolysis, GDP FP detection | inhibition, % at 16.5 µM;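 active means inhibition above a per-plate limit, mean inhibition of low control wells plus 3 SD, cut at about 25% in these data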;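 further: 0% = DMSO wells with enzyme and 100% = wells lacking Arfgap1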
Target sequence (Q62848 1-136 limits assumed): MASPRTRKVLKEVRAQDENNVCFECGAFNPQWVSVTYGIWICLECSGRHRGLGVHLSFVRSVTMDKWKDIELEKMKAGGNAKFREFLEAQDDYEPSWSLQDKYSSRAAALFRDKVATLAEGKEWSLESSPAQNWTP
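material = rat Arfgap1 catalytic domain, aa 1-136 | also added = human ARF1(Δ1-17)-GTP substrate | compound dosing = one concentration, 16.5 µM, DMSO 1.26% | times = GTP hydrolysis reaction 2 h at 25 °C | measured by = FP, GDP Alexa 633 tracer displaced from anti-GDP antibody, 620/688 nm | evaluation = percent inhibition of Arfgap1-stimulated GTP hydrolysis | replication = single well per compound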
TDP2 inh: blocks human TDP2 phosphodiesterase activity; O95551; recombinant TDP2, T5PNP hydrolysis, p-nitrophenol absorbance 415 nm; inhibition, % at 12.8 µM; 370,000 compounds, 0.34% hits; AID 720702;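 active means inhibition above the mean of all tested compounds plus 3 SD, set per campaign, cut at about 25% in these data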;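 further: 0% = DMSO with enzyme and 100% = buffer with substrate but no TDP2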
Target sequence (O95551 whole entry, looked up): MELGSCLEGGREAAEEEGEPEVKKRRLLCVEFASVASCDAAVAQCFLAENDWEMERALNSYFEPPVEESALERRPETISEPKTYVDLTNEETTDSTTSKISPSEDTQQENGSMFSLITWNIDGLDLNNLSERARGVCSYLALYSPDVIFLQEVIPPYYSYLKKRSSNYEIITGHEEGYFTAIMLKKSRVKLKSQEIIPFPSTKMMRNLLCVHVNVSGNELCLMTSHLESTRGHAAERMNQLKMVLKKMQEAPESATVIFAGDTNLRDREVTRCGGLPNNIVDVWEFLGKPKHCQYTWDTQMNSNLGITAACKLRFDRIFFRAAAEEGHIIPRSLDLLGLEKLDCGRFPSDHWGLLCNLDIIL
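System – recombinant human TDP2 · Amount – 120 nM TDP2 per well · Buffer or medium – Mg2+-containing Tris-HCl buffer, pH 7.5 · Reagent – T5PNP substrate, 5 mM · Dosing – 12.8 µM single point, 1% DMSO · Incubation – 2 h at 37 °C · Measured by – epi absorbance · Read-out basis – percent inhibition · Benchmarks – high control without enzyme, low control DMSO plus TDP2 · Repeats – singlicate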
PLC-beta3 inh: PLC-beta3 (human) inhibition, primary screen | Q01970 | Purified PLC-beta3, fluorogenic substrate, fluorescence | inhibition, % at 12.2 µM | 370,000 compounds, 0.18% hits | AID 720704; in the data active means inhibition above about 11%;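 further: 0% = median of compound wells on plate and 100% = full blocker control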
ADAM17 inh: inhibits human ADAM17; 370,000 compounds, 0.83% hits; recombinant ADAM17, EDANS/DABCYL FRET peptide cleavage; inhibition, % at 6.95 µM; AID 720648;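 active means inhibition above the mean of compounds lying between control limits plus 3 SD, set per campaign, cut at about 8.5% in these data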;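 further: 0% = DMSO-only wells as the low control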
ADAM10 inh: inhibitors of human ADAM10; O14672; recombinant ADAM10, EDANS/DABCYL FRET peptide cleavage, 3 h; inhibition, % at 7 µM; 370,000 compounds, 0.62% hits; AID 720582;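 active means inhibition above a per-campaign cutoff equal to the mean of compounds falling between control-based bounds plus 3 SD, cut at about 20% in these data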;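 further: 0% = DMSO wells while the 100% control is not disclosed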
PLC-gamma1 inh: inhibitors of human phospholipase C gamma1; 370,000 compounds, 0.84% hits; inhibition, % at 12.2 µM; P19174; purified PLC-gamma1, fluorogenic substrate, fluorescence; in the data active means inhibition above about 9.5%
Starred values were filed as active, the others as inactive; i = inactive; . = no result given; + = active, no number; & = joins results of further samples.

SMILES	DDE Tn6 FP inh	DDE Tn7 FP inh	SIAE primary	ASAP1 GAP inh	ARFGAP1 inhibitor	TDP2 inh	PLC-beta3 inh	ADAM17 inh	ADAM10 inh	PLC-gamma1 inh
CN(C)CCCC1(c2ccc(F)cc2)OCc2cc(C#N)ccc21 (stereo not drawn)	-7	-3	-6	-1	-4	7	3	-5	-6	1
COc1ccc(-c2cc(=O)c3c(O)cc(O[C@@H]4O[C@H](CO[C@@H]5O[C@@H](C)[C@H](O)[C@@H](O)[C@H]5O)[C@@H](O)[C@H](O)[C@H]4O)cc3o2)cc1O	6	5	-6	14	13	12	3	-5	1	1
C/C=C/C(=O)N(CC)c1ccccc1C	-3	1	0	-5	-1	5	3	-5	-10	-2
CCCCNc1ccc(C(=O)OCCOCCOCCOCCOCCOCCOCCOCCOCCOC)cc1	-2	-7	3	16	-7	1	0	-8	-10	-2
Nc1nc(O)c(N=Nc2ccc(S(N)(=O)=O)cc2)c(=O)[nH]1	-4	6	-2	14	8	-9	-10	-1	-7	-4
Cc1cncn1CCc1nc2c3ccccc3nc(SCC(=O)Nc3cccc(Cl)c3)n2n1	-6	-9	7	-3	4	1	6	3	4	7
C/C=C(/C)C(=O)OC(C)(C)[C@@H]1Cc2c(ccc3ccc(=O)oc23)O1	5	6	10	-7	-3	3	-112	-352	i	-71
CC(C)=CCOc1c2ccoc2cc2oc(=O)ccc12	-2	10	0	10	3	1	-19	-2	-6	-18
CNCCCN1c2ccccc2CCc2ccccc21	3	-3	-6	3	1	-14	3	4	11	10*
Cc1cccc2c1NC(=O)C2(c1ccc(O)cc1)c1ccc(O)cc1	1	-5	1	14	16	-11	-2	2	7	3
CCC(=O)N1CCN(c2ccc(-n3c(=O)ccc4cnc5ccc(-c6cnc7ccccc7c6)cc5c43)cc2C(F)(F)F)CC1	4	-3	-6	7	1	6	-158	-6	-37	-102
C[N+]1(C)CCC(=C(c2ccccc2)c2ccccc2)CC1	7	0	8	-5	-12	8	-8	-3	-1	-2
COc1ccc(-c2cc(=O)c3c(O)cc(OC4OC(COC5OC(C)C(O)C(O)C5O)C(O)C(O)C4O)cc3o2)cc1O (stereo not drawn)	2	8	0	9	11	6	1	-3	-17	3
COc1ccccc1N1CCN(CCCN=C2CC(=O)N(C)C(=O)N2C)CC1	3	-1	-4	-18	4	2	0	-8	-4	1
CCCCNc1ccc(C(=O)OCCN(C)C)cc1	3	5	6	-1	-5	4	0	-4	1	2
CCN(CC)CCOC(=O)c1ccc(N)cc1	11	2	6	-3	13	0	0	-7	0	3
N[C@@H](Cc1c[nH]c2ccc(O)cc12)C(=O)O	-10	-5	3	-1	6	-3	-25	-10	-30	-15
C=CC1CN2CCC1CC2C(O)c1ccnc2ccc(OC)cc12 (stereo not drawn)	7	10	0	6	8	-1	-4	-27	-105	-7
CC1Cc2ccccc2N1NC(=O)c1ccc(Cl)c(S(N)(=O)=O)c1 (stereo not drawn)	-3	6	8	-9	1	10	-1	-5	-7	-1
N#Cc1ccc(C(c2ccc(C#N)cc2)n2cncn2)cc1	3	6	-2	-5	-5	-11	3	-2	-3	0
CC(=O)CCCCn1c(=O)c2c(ncn2C)n(C)c1=O	-2	8	-1	9	2	-3	-2	-2	0	2
CC1(C)O[C@H]2CC(=O)OC[C@@]23C1CC(=O)[C@]1(C)C3CC[C@@]2(C)[C@H](c3ccoc3)OC(=O)[C@H]3O[C@]321 (stereo partly drawn)	3	1	0	7	5	-1	1	-1	-17	3
CC12CCC(=O)C=C1CCC1C2CCC2(C)C1CCC2(O)C(=O)CO (stereo not drawn)	-1	0	0	5	1	3	2	-1	0	1
NC1CCN(c2nc3c(cc2F)c(=O)c(C(=O)O)cn3-c2ccc(F)cc2F)C1 (stereo not drawn)	-1	2	3	14	2	-9	-12	-10	-47	-9
O=C(O)CCC(=O)c1ccc(-c2ccccc2)cc1	9	10	0	-2	10	1	-1	-4	-8	-3

No new results follow: an excerpt of the list.
SMILES	DDE Tn6 FP inh	DDE Tn7 FP inh	SIAE primary	ASAP1 GAP inh	ARFGAP1 inhibitor	TDP2 inh	PLC-beta3 inh	ADAM17 inh	ADAM10 inh	PLC-gamma1 inh
CN(C)CCCC1(c2ccc(F)cc2)OCc2cc(C#N)ccc21 (stereo not drawn)	-7	-3	-6	-1	-4	7	3	-5	-6	1
COc1ccc(-c2cc(=O)c3c(O)cc(O[C@@H]4O[C@H](CO[C@@H]5O[C@@H](C)[C@H](O)[C@@H](O)[C@H]5O)[C@@H](O)[C@H](O)[C@H]4O)cc3o2)cc1O	6	5	-6	14	13	12	3	-5	1	1
C/C=C/C(=O)N(CC)c1ccccc1C	-3	1	0	-5	-1	5	3	-5	-10	-2
CCCCNc1ccc(C(=O)OCCOCCOCCOCCOCCOCCOCCOCCOCCOC)cc1	-2	-7	3	16	-7	1	0	-8	-10	-2
Nc1nc(O)c(N=Nc2ccc(S(N)(=O)=O)cc2)c(=O)[nH]1	-4	6	-2	14	8	-9	-10	-1	-7	-4
Cc1cncn1CCc1nc2c3ccccc3nc(SCC(=O)Nc3cccc(Cl)c3)n2n1	-6	-9	7	-3	4	1	6	3	4	7
C/C=C(/C)C(=O)OC(C)(C)[C@@H]1Cc2c(ccc3ccc(=O)oc23)O1	5	6	10	-7	-3	3	-112	-352	i	-71
CC(C)=CCOc1c2ccoc2cc2oc(=O)ccc12	-2	10	0	10	3	1	-19	-2	-6	-18
CNCCCN1c2ccccc2CCc2ccccc21	3	-3	-6	3	1	-14	3	4	11	10*
Cc1cccc2c1NC(=O)C2(c1ccc(O)cc1)c1ccc(O)cc1	1	-5	1	14	16	-11	-2	2	7	3
CCC(=O)N1CCN(c2ccc(-n3c(=O)ccc4cnc5ccc(-c6cnc7ccccc7c6)cc5c43)cc2C(F)(F)F)CC1	4	-3	-6	7	1	6	-158	-6	-37	-102
C[N+]1(C)CCC(=C(c2ccccc2)c2ccccc2)CC1	7	0	8	-5	-12	8	-8	-3	-1	-2
COc1ccc(-c2cc(=O)c3c(O)cc(OC4OC(COC5OC(C)C(O)C(O)C5O)C(O)C(O)C4O)cc3o2)cc1O (stereo not drawn)	2	8	0	9	11	6	1	-3	-17	3
COc1ccccc1N1CCN(CCCN=C2CC(=O)N(C)C(=O)N2C)CC1	3	-1	-4	-18	4	2	0	-8	-4	1

The results go on:
SMILES	DDE Tn6 FP inh	DDE Tn7 FP inh	SIAE primary	ASAP1 GAP inh	ARFGAP1 inhibitor	TDP2 inh	PLC-beta3 inh	ADAM17 inh	ADAM10 inh	PLC-gamma1 inh
CN(C)CCC[C@]1(c2ccc(F)cc2)OCc2cc(C#N)ccc21	5	-1	-4	0	0	3	-4	-9	-8	-1
C1COC(NC(C2CC2)C2CC2)=N1	0	-5	-5	-2	3	-6	3	-5	3	1
Cc1c(C)n(Cc2ccc(-c3ccccc3C(=O)O)cc2)c2ccc(C(=O)N[C@@H](C)c3ccc([N+](=O)[O-])cc3)cc12	-3	3	-9	.	.	3	-8	-4	7	4
O=C(O)c1cccnc1Nc1cccc(C(F)(F)F)c1	-4	8	5	2	6	-3	-8	-5	0	5
CN1CCCN=C1COC(=O)C(O)(c1ccccc1)C1CCCCC1 (stereo not drawn)	8	-1	-1	3	7	4	1	0	-4	3
CCCCCC(=O)O[C@]1(C(C)=O)CC[C@H]2[C@@H]3CCC4=CC(=O)CC[C@]4(C)[C@H]3CC[C@@]21C	-2	0	-2	-15	-5	-7	-5	-2	0	-3
Oc1ccc(C2CNCCc3c2cc(O)c(O)c3Cl)cc1 (stereo not drawn)	7&3	-1&3	-2&10	5&-6	-8&-6	6&-3	-7&1	-35&-6	-114&-9	-6&1
CC1(C)C2CC[C@]3(C)[C@H](C(=O)C=C4[C@@H]5C[C@@](C)(C(=O)O)CC[C@]5(C)CC[C@]43C)[C@@]2(C)CC[C@@H]1O[C@H]1O[C@H](C(=O)O)[C@@H](O)[C@H](O)[C@H]1O[C@@H]1O[C@H](C(=O)O)[C@@H](O)[C@H](O)[C@H]1O (stereo partly drawn)	9	-3	-2	13	6	-5	0	2	7	4
CCOC(=O)[C@H](CCc1ccccc1)N[C@@H](C)C(=O)N1Cc2ccccc2C[C@H]1C(=O)O	3	-3	-2	-10	0	-4	-2	-4	-4	-4
COc1cc(-c2oc3cc(O)cc(O)c3c(=O)c2O[C@@H]2O[C@H](COC3O[C@@H](C)[C@H](O)[C@@H](O)[C@H]3O)[C@@H](O)[C@H](O)[C@H]2O)ccc1O (stereo partly drawn)	0	2	1	7	8	2	1	0	2	2
COC(=O)C1=CO[C@@H](O[C@@H]2O[C@H](CO)[C@@H](O)[C@H](O)[C@H]2O)C2C1C[C@H](O)[C@@H]2C (stereo partly drawn)	-4	-2	4	5	5	10	1	-2	3	0
Cc1c(C(=O)O)c(O)cc2c1C(=O)c1c(O)c([C@@H]3O[C@H](CO)[C@@H](O)[C@H](O)[C@H]3O)c(O)c(O)c1C2=O	18*	7	-11	-2	9	-5	2	1	-1	5
NOCC(=O)O	1	5	1	-1	13	5	-1	-4	-9	-3
Oc1ccc2c(c1)OCC1(O)Cc3cc(O)c(O)cc3C21 (stereo not drawn)	+	28*	+	3	6	-3	-30	-7	-33	-28
Cc1ccc(N(CC2=NCCN2)c2cccc(O)c2)cc1	2&3&-2	1&-2&-7	1&0&1	2&-3&-4	-5&6&7	0&-11&0	0&-1&-1	-8&0&-9	0&3&-9	-2&-1&0
Cc1ccc(=O)n(-c2ccccc2)c1	-2	-1	-2	1	-5	7	-3	-5	-15	-2
CCc1ccc(CCOc2ccc(CC3SC(=O)NC3=O)cc2)nc1 (stereo not drawn)	-9	-3	0	25*	12	-4	-2	-1	-11	-1
COc1ccc(C2CNC(=O)C2)cc1OC1CCCC1 (stereo not drawn)	-3	0	6	-1	11	-8	-1	-3	-14	0
CC(=O)Nc1ccc(CC(=O)O)cc1	9	3	-1	-5	-11	1	1	-5	-7	0

Screens as filed in PubChem.

This is a subset. The share of hits here may be higher or lower than overall.
